Compound activity deposited in PubChem by several laboratories.
m-calpain inh – calpain II (pig) inhibition; 220,000 compounds, 0.37% hits; inhibition, % at 16 µM; AID 1236; purified calpain II, fluorogenic peptide substrate, 30 min;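 active = inhibition above about 50%, limit read from the data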
TNF death inh – blocks TNF-alpha induced death of Jurkat FADD-/- cells; Jurkat FADD-/- TNF necroptosis rescue, ATP luminescence, 24 h; 0 = TNF only, 100 = no-TNF cells; activation (protection from cell death), % at 10 µM; 220,000 compounds, 0.068% hits;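 active = activation, meaning protection from cell death, of at least 50% relative to plate controls; inactive = activation below 50%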;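 note: necroptosis triggered by 40 ng/mL TNF-alpha added together with compound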
EBV gp42 block – inhibitors of Epstein-Barr virus glycoprotein 42 | Q1HVG2 | Fluorescence polarization binding assay, mP read-out | inhibition, % (tested at 21.74 µM) | 220,000 compounds, 0.42% hits | AID 1085; in the data active = inhibition above about 50%
KCC2 mod – modulates chloride dependent transport by human KCC2. Q9H2X9. KCC2 cells, thallium flux FluoZin-2 fluorescence. B-score of Tl+ flux slope (higher = more flux/activation; lower = inhibition) at 10 µM. 190,000 compounds, 2.2% hits;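 active = thallium flux slope and its plate-corrected score both differing from the plate sample mean at a set confidence after two filtering rounds, in either direction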;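 note: slope of fluorescence scaled to starting intensity during 10 to 20 s after thallium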
zVAD death inh – L929 zVAD cell death inhibition; L929 zVAD necroptosis rescue, ATP luminescence, 24 h; with zVAD 60 µM; viability rescue, % at 10 µM; 220,000 compounds, 0.38% hits; AID 1377;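 active = activation, scaled between plate controls, above about 75%, limit read from the data; inactive = activation under that limit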;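 note: 0% = zVAD with DMSO and 100% = DMSO alone without zVAD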
MDM2 E3 inh – blocks human Mdm2 ubiquitin ligase activity | signal enhancement, % at 5 µM | Q00987 | cell-based MDM2 ubiquitination luciferase reporter, 2 h; 0 = plate control, 100 = twice control, blank-subtracted | 210,000 compounds, 0.11% hits;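 active = signal enhancement of 30% or more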;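 note: luminescence tracks abundance of the self-degrading MDM2-luciferase fusion protein; higher signal means inhibition of MDM2 E3 ligase activity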
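Assay system: stable mammalian line carrying autodegrading MDM2–luciferase fusion reporter; Input: 2000 cells in each well; Compound dosing: single-point 5 µM; Schedule: 2 h compound exposure at 37 °C; Signal: SteadyLite luciferase luminescence after 15 min room-temperature reagent incubation; Evaluation: % luminescence enhancement versus blank-corrected plate control mean; Benchmarks: plate controls and plate blanks.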
PERK inh – blocks human PERK kinase; Q9NZJ5; CHO PERK-DD fusion, SEAP luminescence translation reporter; inhibition, % at 5.6 µM; 220,000 compounds, 0.17% hits; AID 1416;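 active = inhibition above the mean inhibition of all tested compounds plus 3 SD, set separately per screening campaign, cut at about 2.9% in these data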;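 note: PERK kinase domain activated by AP20187 dimerizer at 100 nM; 0% = DMSO with dimerizer and 100% = rapamycin at 8.4 µM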
Target sequence (Q9NZJ5 whole entry, looked up, the tested form may be a part): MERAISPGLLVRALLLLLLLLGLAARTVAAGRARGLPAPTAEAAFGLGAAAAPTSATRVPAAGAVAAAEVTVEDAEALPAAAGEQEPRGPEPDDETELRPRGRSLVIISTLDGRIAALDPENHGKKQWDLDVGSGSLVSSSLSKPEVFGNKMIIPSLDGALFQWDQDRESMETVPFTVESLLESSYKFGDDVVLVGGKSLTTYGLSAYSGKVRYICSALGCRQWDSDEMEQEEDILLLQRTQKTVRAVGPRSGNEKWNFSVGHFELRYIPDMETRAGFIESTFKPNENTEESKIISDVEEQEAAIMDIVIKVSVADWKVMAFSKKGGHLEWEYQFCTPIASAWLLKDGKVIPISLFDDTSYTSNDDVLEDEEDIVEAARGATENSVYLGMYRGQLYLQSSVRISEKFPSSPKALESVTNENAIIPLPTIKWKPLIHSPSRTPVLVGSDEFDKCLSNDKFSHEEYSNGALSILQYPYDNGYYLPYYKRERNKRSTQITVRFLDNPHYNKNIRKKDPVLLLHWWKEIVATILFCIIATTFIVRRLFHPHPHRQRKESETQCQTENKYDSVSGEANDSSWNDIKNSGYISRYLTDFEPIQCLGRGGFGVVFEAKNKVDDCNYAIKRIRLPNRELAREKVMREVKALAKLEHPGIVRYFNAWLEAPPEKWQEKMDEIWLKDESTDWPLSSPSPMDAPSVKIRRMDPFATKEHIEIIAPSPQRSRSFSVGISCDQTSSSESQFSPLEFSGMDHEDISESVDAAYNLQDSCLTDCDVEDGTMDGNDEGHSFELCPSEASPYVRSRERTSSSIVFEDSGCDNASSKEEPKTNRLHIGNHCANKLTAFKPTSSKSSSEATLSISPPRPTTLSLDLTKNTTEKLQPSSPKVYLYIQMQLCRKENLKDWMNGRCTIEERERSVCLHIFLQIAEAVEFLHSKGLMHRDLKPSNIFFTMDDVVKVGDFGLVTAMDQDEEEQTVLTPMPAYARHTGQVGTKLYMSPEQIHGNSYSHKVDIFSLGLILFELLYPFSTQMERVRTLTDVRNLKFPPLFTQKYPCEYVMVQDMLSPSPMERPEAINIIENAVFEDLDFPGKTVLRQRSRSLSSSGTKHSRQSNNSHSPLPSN
Rad51 HR inh – Rad51 (human) homologous recombination inhibition. hRad51 DNA strand exchange, fluorescence dequenching. inhibition, % at 10 µM. AID 1385. Q06609. 200,000 compounds, 0.085% hits;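 active = inhibition above 40% at the single screening dose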;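 note: 0% = DMSO control wells and 100% = blanks with heterologous ssDNA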
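System: hRad51 filaments on single-stranded DNA; reagent: Fluorescein- and BHQ1-tagged 47-mer duplex; compound dosing: one concentration, 10 µM final; timing: filaments 15 min 37 °C, then compound 30 min; measured by: fluorescein emission 520 nm, excitation 485 nm; benchmarks: per-plate controls and blanks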
eIF4E-4G inh – blocks eIF4E binding to eIF4G. P63073+Q04637. TR-FRET eIF4E-eIF4GI(517-606) binding, 2 h. inhibition, % at 21.7 µM. 220,000 compounds, 0.37% hits. AID 782;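 active = inhibition above about 30%, limit read from the data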;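 note: 0% = full FRET control wells and 100% = background wells lacking eIF4GI fragment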
Starred values were filed as active, the others as inactive; i = inactive; · = no result given; [ ] = another dose, or the depositor's remark.

Values in the order: Rad51 HR inh	TNF death inh	m-calpain inh	eIF4E-4G inh	PERK inh	MDM2 E3 inh	EBV gp42 block	KCC2 mod	zVAD death inh
1) Cc1ccc(C)c(NC(=O)Cn2nnc(C(=O)NCc3cccs3)c2N)c1
→ -3	-4.2	17	-7	1.7	-24	-23	·	-0.1
2) O=C(CN1CCN(Cc2ccccc2Cl)C1=O)NCc1cccnc1
→ -9	3.5	-16	1	0.1	-12	-14	-0.48	0.0
3) O=c1oc2ccccc2c(O)c1/C=N/c1ccccn1
→ 8	-17	18	3	0.0	-7	2	-1.4	1.8
4) CC(=O)Nc1ccc(NC(=S)NC(=O)/C=C/c2ccccc2)cc1
→ 17	12	-12	5	1.1	-1	-1	0.39	81*
5) Cc1ccc(S(=O)(=O)NCc2csc(C)n2)c(C)c1
→ -2	-0.9	9	-3	-0.3	-7	-14	-0.37	-0.3
6) CN(C)CCCN(C(=O)CCSc1ccccc1)c1nc2cc3c(cc2s1)OCO3
→ 13	-3.5	-3	-2	0.6	-11	-5	1.3	-1.1
7) Cc1cc(C)c2ccc(NN)nc2c1O
→ 1	-5.5	21	3	1.0	-14	-16	0.69	0.9
8) COc1cc(C2OC(c3cc(OC)c(OC)c(OC)c3)C(C)C2C)cc(OC)c1OC (centres undefined)
→ 8	-0.3	13	1	-0.5	-2	-10	-0.24	0.2
9) O=C(Nc1sc2c(c1C(=O)c1ccccc1)CCCC2)c1cccnc1
→ 1	1.1	-4	14[fluorescence artefact?]	0.3	-7	-4	-0.47	-0.2
10) O=C(NC1CCCCC1)C(c1ccc(F)cc1)N(CCc1ccccc1)C(=O)CN1C(=O)c2ccccc2S1(=O)=O (centres undefined)
→ ·	1.1	15	-3	0.9	-12	-4	1.3	0.3
11) CCOc1ccc2c(c1)s/c(=N\S(=O)(=O)c1ccc(OC)cc1)n2C(F)F
→ -11	-0.6	-7	1	-0.5	-1	-4	-0.79	1.4
12) Cc1ccc(-c2nc(N/N=C/c3cccc([N+](=O)[O-])c3)c3ccccc3n2)cc1
→ -5	-9.9	36	-21	0.1	-13	-23	-0.16	-0.2
13) CCOC(=O)Cn1c(=NC(=O)CN2C(=O)CCC2=O)sc2cc(S(N)(=O)=O)ccc21
→ 2	1.6	2	9	1.5	-7	-15	0.17	0.0
14) Cc1c(/C=N/N=C2\CCC3C4CCc5cc(O)ccc5C4CCC23C)cnn1C (centres undefined)
→ 6	0.3	13	0	0.7	-20	3	-0.09	0.0
15) CC1CCN(S(=O)(=O)c2ccc(NC(=S)NC(=O)c3ccc(Cl)cc3)cc2)CC1
→ -1	-2.9	-12	-8	1.3	0	-11	0.24	-0.4
16) COC(=O)c1sc(SC)c(S(=O)(=O)C(C)C)c1N
→ 10	0.5	23	6	2.3	-7	-12	0.99	-0.7
17) COc1ccc(C2(c3ccc(OC(C)=O)cc3OC(C)=O)CC(c3ccccc3)NC(=S)N2)cc1 (centres undefined)
→ 0	-2.0	-17	5	0.6	-9	5	-0.53	0.3
18) CCN(CC)C(=O)Cn1nnc(-c2ccc(S(C)(=O)=O)cc2)n1
→ 22	1.0	21	12	0.3	-41	-4	0.26	0.3
19) CNC(=S)N/N=C/c1ccc(-c2cccc(C(=O)O)c2)o1
→ 3	-18	-7	-17	-0.2	·	2	-0.088	-2.5
20) COc1ccc(C(=O)NN(C)c2nc(-c3ccccc3)cc(C)c2S(C)(=O)=O)cc1
→ -4	-2.2	-100	1	-0.7	-18	-9	-2.9*	-0.7
21) OCCCc1nc2n(n1)C(c1ccccc1Cl)C=C(c1cccs1)N2 (centres undefined)
→ -7	-2.0	i	5	0.0	-8	25	i	-0.1
22) O=C(CCCCCC(=O)N(CCO)CCO)N(CCO)CCO
→ 10	-2.3	-17	5[fluorescence artefact?]	1.6	-9	-5	0.48	-0.8
23) COC(=O)CN1C(=O)N/C(=C/c2ccc(C)o2)C1=O
→ ·	0.5	-6	4	0.6	-13	-12	1.9	-0.6
24) COC(=O)c1oc2ccc(Br)cc2c1-n1cccc1
→ -2	-0.2	26	-5	0.1	4	-18	-0.7	-0.2
25) O=C(NC1CCCCC1)Nn1c(-c2ccccc2)nc2ccccc2c1=O
→ 5	1.7	-3	-6	-0.8	-5	-4	-0.084	0.9
26) N#CCSc1nnc(COc2cccc3ccccc23)n1-c1ccccc1
→ -7	-1.4	29	-2[fluorescence artefact?]	-0.8	-15	-17	·	-0.1
27) Cc1c(NC(=O)c2c(F)cccc2F)c(=O)n(-c2ccccc2)n1C
→ -4	-2.2	-5	-6	-0.1	-7	-8	-0.17	-0.4
28) OCCC1CN(Cc2ccc(Oc3ncccn3)cc2)CCN1C1CCCC1 (centres undefined)
→ -20	0.4	-14	0	-0.1	-3	-11	-0.26	-0.8
29) COc1ccc(OC)c(C2Nc3c(Cl)ccc(C(=O)O)c3C3C=CCC32)c1 (centres undefined)
→ ·	-0.4	-5	1	-0.7	-4	14	·	6.7
30) O=C(O)C1CCN(S(=O)(=O)c2ccc(N3CCOCC3)c([N+](=O)[O-])c2)CC1
→ 10	-0.2	-9	1	0.3	-10	-13	0.24	0.4
31) CCC(=O)NNc1nc2c(C)cc(C)cc2s1
→ -3	-0.5	16	2	0.2	-24	-18	·	0.2
32) O=S(=O)(Oc1ccc(Cl)cc1)c1cccc2cccnc12
→ -8	-2.7	0	0	1.3	-9	-3	-0.82	0.2
33) CCOC(=O)C1CCN(C(=O)CSCCSCC(=O)N2CCC(C(=O)OCC)CC2)CC1
→ -4	-0.1	-26	-2	-0.4	-9	-6	-0.048	-0.3
34) Cn1cccc1/C=C(/C#N)c1ccc(F)cc1
→ -1	-0.1	33	2	2.0	-23	-12	-0.8	0.8
35) Cc1cccc(OCC(=O)NCC(=O)N/N=C/c2cccnc2)c1
→ 9	3.1	-5	5	0.8	7	-7	0.94	1.0
36) CC(c1ccccc1)n1cc(C(=O)NCc2ccncc2)nn1 (centres undefined)
→ 0	0.5	-13	2[fluorescence artefact?]	-0.6	1	-11	1.9	0.8
37) O=C(Nn1c(-c2ccccc2)nc2ccccc2c1=O)c1cccs1
→ -2	-0.1	8	16	1.0	4	-16	-0.35	0.1
38) COc1ccc(OCC(=O)Nc2ccccc2C(=O)N2CCCC2)cc1
→ -2	-1.2	-17	-2[fluorescence artefact?]	-1.6	-6	-16	·	-0.5
39) O=C(Cc1cccs1)N/N=C\c1ccc([N+](=O)[O-])s1
→ ·	-7.9	37	1	0.4	·	-1	0.29	4.1
40) C=C(C)Cn1c(-c2cccs2)n[nH]c1=S
→ 7	1.6	-184	0	0.0	-6	-8	0.035	10
41) COC(=O)c1sccc1NC(=S)Nc1ccc(C)cc1
→ 18	0.6	4	0	1.2	-18	-11	2.7	-0.1
42) Cc1nc(NC(=O)CN2CCC(O)(c3ccc(F)cc3)CC2)sc1C
→ 8	3.3	-11	-8	0.5	·	17	0.61	0.1
43) COCCNC(=O)COC(=O)/C=C/c1c(C)nn(Cc2ccc(Cl)cc2Cl)c1Cl
→ 5	-3.1	-61	0	1.1	-7	-17	-2.8	0.8
44) CCOC(=O)c1nn(-c2ccccc2)c2nc(Nc3ccccc3)cc(=O)n12
→ 3	2.3	-79	-16	0.1	5	-17	1.3	0.8
45) CS(=O)(=O)N(CC(=O)N1CCCCC1)Cc1ccc(Cl)cc1
→ 0	0.2	20	6[fluorescence artefact?]	-0.6	-14	1	0.88	-0.1
46) COC(=O)COc1nsnc1N1CCOCC1
→ 0	1.8	-30	5	-0.2	-6	-4	·	1.8
47) COc1ccc(-n2nnnc2SCC(=O)N2CCCc3ccccc32)cc1OC
→ 1	1.2	25	3[fluorescence artefact?]	-0.8	·	-6	-0.19	-0.1
48) CCCNC(=O)CCc1c(C)nc2nc(-c3cc(OC)cc(OC)c3)nn2c1C
→ 2	0.1	7	-1	-0.3	-29	-11	-1.2	0.5
49) Cc1ccc(Oc2ncccc2/C=N/OCc2ccc(Cl)cc2Cl)cc1
→ 6	-2.7	-5	-5	1.3	-20	-8	0.78	0.0
50) CN(CCO)C(=O)C1CCN(c2ncc(C(F)(F)F)cc2Cl)CC1
→ 14	-1.2	1	-2	0.9	-16	-1	0.32	-0.7
51) CCOc1ccc(Nc2nc(NCCN3CCOCC3)nc(OC)n2)cc1
→ -1	-0.1	14	-4	-2.0	-8	-8	·	0.1
52) CC1=[N+]([O-])C(N2CCOCC2)C(O)(c2ccccc2)C1 (centres undefined)
→ 6	-2.4	-11	-6	0.3	-2	-10	1.9	-0.4
53) CCOc1ccccc1C(=O)N[C@H](C(=O)Nc1cc(S(=O)(=O)N(C)C)ccc1OC)C(C)C
→ -6	0.6	7	4	0.9	2	2	-1.4	0.4
54) COc1ccc2c(c1)c(C(=O)O)c(C)n2-c1ccccc1
→ 26	4.7	5	1	1.8	7	-11	·	0.3
55) CCOC(=O)N1CCN(CC(O)COc2ccc(C)cc2C(C)(C)C)CC1 (centres undefined)
→ -7	0.5	-15	3[fluorescence artefact?]	-0.5	-10	-15	1.4	1.4
56) COc1cc(/C=C2/NC(=O)N(Cc3ccccc3F)C2=O)ccc1O
→ ·	-4.3	9	1	0.2	-22	-3	-0.76	0.7
57) COC(=O)C(O)(CC(=O)Nc1cccc(SC)c1)C(F)(F)F (centres undefined)
→ 1	0.1	13	4	0.6	-4	7	-0.24	-0.3
58) COC(=O)c1nc2n(n1)C(c1ccc(OC)c(OC)c1OC)C1=C(CCCC1=O)N2 (centres undefined)
→ 1	-0.3	25	-6	0.0	-13	1	1.3	0.2
59) Cc1c(N=C2C(=O)Nc3ccccc32)c(=O)n(-c2ccccc2)n1C
→ -5	-0.2	-5	0	1.2	-15	-5	1.1	0.6
60) CCc1cccc(NC(=O)Cn2ncn3c(cc4ccccc43)c2=O)c1
→ 5	2.2	-64	-13	-0.2	-6	-7	0.14	-0.2

Single records (already shown). Screens in order: Rad51 HR inh, TNF death inh, m-calpain inh, eIF4E-4G inh, PERK inh, MDM2 E3 inh, EBV gp42 block, KCC2 mod, zVAD death inh
`Cc1c(N=C2C(=O)Nc3ccccc32)c(=O)n(-c2ccccc2)n1C` as listed: -5, -0.2, -5, 0, 1.2, -15, -5, 1.1, 0.6
`CCOC(=O)N1CCN(CC(O)COc2ccc(C)cc2C(C)(C)C)CC1` (centres undefined) as listed: -7, 0.5, -15, 3[fluorescence artefact?], -0.5, -10, -15, 1.4, 1.4

Next part.
Values in the order: Rad51 HR inh	TNF death inh	m-calpain inh	eIF4E-4G inh	PERK inh	MDM2 E3 inh	EBV gp42 block	KCC2 mod	zVAD death inh
61) NNC(=O)c1ccc(N2CCc3ccccc32)c([N+](=O)[O-])c1
→ 35	-0.9	-2	-2	0.9	-5	6	0.59	2.2
62) CCOC(=O)c1ccc(NC(=O)c2nc[nH]c2C(=O)N(CC)CC)cc1
→ -9	5.8	24	-1	·	-2	-7	0.52	-0.4
63) CCCc1nnc(NC(=O)CN2CCOCC2)s1
→ -5	0.5	32	2	1.6	-20	-9	·	0.7
64) CCC(=O)c1cc(F)c(N2CCN(C(=O)Cc3ccccc3)CC2)cc1C
→ 17	0.5	9	1[fluorescence artefact?]	0.1	3	-8	-2.9*	-0.1
65) Cc1ccc(N(C(=O)C2COc3ccccc3O2)C(C(=O)NC2CCCCC2)c2cn(C)nc2C)cc1 (centres undefined)
→ 17	-1.6	15	-1	-0.8	-16	-5	-0.098	0.0
66) CN(C)c1ccc(/C=C/c2ccc3c4ccccc4ccc3[n+]2-c2ccccc2)cc1
→ 51*	-18	2	75*	-2.1	-21	-7	-3.2*	9.3
